NR2E3 ag-1: agonists of human NR2E3 nuclear receptor; CHO-S Gal4-NCOR/VP16-NR2E3 two-hybrid, luciferase; 360,000 tested, 0.35% active; inhibition of corepressor binding, % at 3.98 µM; AID 602229;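 active = inhibition above the mean of all tested compounds plus 3 SD, cut at about 70% in these data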;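 also: 0% = DMSO with NR2E3 transfected cells and 100% = cells lacking NR2E3 construct; higher means lower luciferase signal from less NR2E3 corepressor binding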
Target sequence (Q9Y5X4 whole entry, looked up, the tested form may be a part): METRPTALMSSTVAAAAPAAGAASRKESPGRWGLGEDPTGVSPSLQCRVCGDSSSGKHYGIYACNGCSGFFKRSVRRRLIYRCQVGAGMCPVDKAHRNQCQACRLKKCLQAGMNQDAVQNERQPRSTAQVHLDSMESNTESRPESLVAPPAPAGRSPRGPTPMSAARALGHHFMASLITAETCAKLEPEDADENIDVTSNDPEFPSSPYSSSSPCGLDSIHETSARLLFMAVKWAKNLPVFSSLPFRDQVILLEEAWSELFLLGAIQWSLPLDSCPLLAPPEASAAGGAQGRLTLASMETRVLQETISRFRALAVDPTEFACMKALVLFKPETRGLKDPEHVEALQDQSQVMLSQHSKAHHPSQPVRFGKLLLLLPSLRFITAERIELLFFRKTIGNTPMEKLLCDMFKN
Peg3 promoter: inhibitors of Peg3 promoter; HeLa PEG-Prom luciferase reporter, luminescence, overnight; inhibition, % at 20 µM; 360,000 tested, 1.7% active; AID 588405;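 active = inhibition of at least 50% at 20 µM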
iPSC survival up: hiPSC single-cell survival enhancement. ATPlite luminescence; 100% = ROCK inhibitor wells, 0% = DMSO. 360,000 tested, 0.044% active. survival enhancement, % at 20 µM; in the data active = survival enhancement above about 18%;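 also: cells exposed to compounds for 16 hours before the ATP read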
Shn3 3UTR inh: inhibitors of Schnurri-3 3'UTR reporter in osteoblasts; Clone20 osteoblast Shn3 3'UTR firefly luciferase, 24 h; 360,000 tested, 0.52% active; AID 588674; inhibition, % at 12.5 µM;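 active = mean inhibition of at least 75% with every replicate also reaching 75%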;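 also: 0% = median of neutral control wells and 100% = pilot-screen positive control compound; some compounds past the cut are filed as inactive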
H9c2 protect: protects H9c2 cardiomyocytes from peroxide injury; protection from H2O2 cell death, % at 20 µM; H2O2 injury protection, ATPLite, 2 h; AID 588492; 360,000 tested, 0.63% active;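 active = compounds giving at least 50% protection of heart cells from peroxide-induced death in the single-dose screen, raw or plate-pattern-corrected value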;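 also: 0% = DMSO wells with peroxide and 100% = DMSO wells without peroxide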
m5-HT2A agonist: activates the mouse 5-HT2A serotonin receptor | P35363 | CHO-K1 mHTR2A beta-arrestin complementation, luminescence; percent of 30 µM serotonin response | activation, % at 7.6 µM | 360,000 tested, 0.66% active | AID 624169;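 active = activation above a run cutoff, the mean activation of all tested compounds plus 3 SD, cut at about 14% in these data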;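 also: 0% = plate median of compound wells and 100% = 30 µM serotonin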
NR2E3 ag-2: activates human photoreceptor nuclear receptor NR2E3 | Q9Y5X4 | GST-NR2E3/biotin-RetCOR TR-FRET, 1536-well | inhibition of corepressor binding, % at 4.78 µM | 320,000 tested, 0.12% active | AID 2300;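 active = percent inhibition above the cutoff of mean plus 3 SD of all tested compounds, set per screening campaign, cut at about 20% in these data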;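 also: 0% = DMSO wells and 100% = biotin wells as full block of FRET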
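System: GST-tagged NR2E3 plus biotinylated RetCOR corepressor; Amount: 1.35 nM GST-tagged NR2E3 final; Dosing: single nominal compound dose of 4.8 µM; Schedule: 5 h incubation at 4 °C; Technique: TR-FRET with europium anti-GST and streptavidin-D2, 340 nm excitation; Controls: biotin wells as high control, 0.6% DMSO wells as low control.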
CaV13 ICDI inh: Disruptors of the CACNA1D IQ motif to Ca2+-dependent inactivation inhibitor domain association, primary screening, Förster resonance energy transfer in intact living …; 340,000 tested, 0.098% active; inhibition, % at 12.3 µM; HEK cells, CFP/YFP FRET ICDI-IQ, plate reader, 10 min; percent FRET-ratio fall versus neutral wells;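 active = mean replicate inhibition of at least 30% and at least 1% of replicates passing that level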;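 also: 0% = median of the neutral control wells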
PDI inh: blocks human protein disulfide isomerase activity; P07237; PDI insulin aggregation turbidity, A650, 90 min; inhibition, % at 10 µM; 350,000 tested, 0.052% active; AID 588391;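 active = mean inhibition across replicates of 30% or more, whatever share of single replicates reach that level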;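 also: absorbance from insulin aggregation driven by PDI reduction with DTT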
HIF-2a inh: HIF-2a inhibition. 360,000 tested, 0.72% active. 786-0 RCC cells HIF-2a reporter, luciferase luminescence, overnight. inhibition, % at 18.8 µM. AID 624352;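 active = inhibition of the luminescence signal of 40% or more relative to plate controls, in a single-dose primary screen at 18.75 µM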
MITF TRPM1 inh: reduces MITF-dependent TRPM1 promoter luciferase signal | SK-MEL-5 TRPM1 promoter luciferase, 24 h | inhibition, % at 12.5 µM | 330,000 tested, 0.83% active | AID 488899;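 active = mean inhibition across replicates of 60% or more, whatever share of single replicates reaches that level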; also: values of inactives mirror those of a sister screen read the other way
* marks the source's active call; other numbers are inactive results; / = not tested or not shown. An unsorted share of the library; 3.9% or so of the library scored in one or more.

SMILES | NR2E3 ag-1 | Peg3 promoter | iPSC survival up | Shn3 3UTR inh | H9c2 protect | m5-HT2A agonist | NR2E3 ag-2 | CaV13 ICDI inh | PDI inh | HIF-2a inh | MITF TRPM1 inh
CCCCC(CC)CO (centres undefined) | -12.4 | 109.6* | -0.7 | 13.1 | 0.6 | 2.3 | / | / | / | 7.8 | 5.1
CNC(=O)NC(=O)CSc1ncc(C(F)(F)F)cc1Cl | -32.2 | 7.5 | -2.1 | 4.7 | 1.1 | -1.1 | -1.1 | -4.1 | -2.8 | 2.2 | 2.8
O=C(C[n+]1ccc(CCSc2ccc(F)cc2)cc1)c1ccccc1 | -4.3 | -7.6 | 2.7 | 12.9 | 2.5 | 0.3 | -3.7 | / | 17.7 | 5.9 | 13.6
CCn1nnnc1SCC(=O)NCc1ccco1 | -6.2 | 7.5 | 6.0 | 9.6 | -1.9 | -0.2 | 2.5 | -3.4 | -2.2 | 19.4 | 6.0
COc1ccc(OCCCC(=O)OCC(=O)NNC(=O)c2ccc([N+](=O)[O-])cc2)cc1 | 14.2 | 10.7 | -0.5 | 5.3 | -4.3 | 4.2 | -1.6 | -6.9 | -7.6 | -0.4 | 1.2
CCCCC(c1nnnn1CC1CCCO1)N1CCN(c2cc(Cl)ccc2C)CC1 (centres undefined) | -13.9 | 23.9 | -1.8 | 6.4 | -6.1 | 3.5 | / | 0.3 | -2.4 | 23.7 | -9.5
O=C(Nc1nc(-c2cccc3ccccc23)cs1)c1cnccn1 | -41.0 | -58.2 | -0.8 | 3.6 | 16.5 | -0.5 | -3.2 | -5.2 | -11.9 | -85.5 | 7.8
O=S(=O)(NCc1ccc(F)cc1)c1ccc2c(c1)OCCO2 | 9.2 | 15.5 | 5.7 | 6.6 | 2.1 | 2.5 | 4.7 | -3.6 | -0.2 | 18.3 | 4.7
CCn1c(SCC(=O)N2CCN(c3ccccc3)CC2)nc2c(c1=O)SC(C)C2 (centres undefined) | -2.9 | 5.5 | 0.0 | 9.5 | 58.5* | 2.2 | -0.6 | -6.1 | / | 19.1 | 9.0
C=CCSc1nc2ccccc2c(=O)n1C1CCOC(C)(C)C1 (centres undefined) | -6.5 | -14.7 | 0.7 | 1.6 | 12.1 | -5.0 | 7.5 | -15.8 | 1.3 | 14.4 | -11.1
CCn1c(=O)c2cc(S(=O)(=O)NCc3ccccc3)ccc2n(CC)c1=O | -11.6 | -0.7 | -1.1 | 7.6 | -1.4 | -4.4 | 1.4 | -5.5 | -0.9 | 5.8 | 10.8
S=c1[nH]c(-c2ccccc2)cn1/N=C/c1ccc(Br)cc1 | -26.7 | -58.1 | 0.7 | -8.6 | 5.7 | 2.4 | 0.0 | -5.8 | -4.6 | -101.9 | -16.1
COc1cccc(CN2C(=O)[C@@H]3Cc4c([nH]c5ccccc45)C(C)(C)N3C2=O)c1 | 31.6 | 47.6 | -2.9 | 2.3 | 0.8 | -6.7 | 1.2 | -5.2 | -5.0 | 3.1 | -0.4
Cc1cc(C(=O)CCl)c(C)n1Cc1ccco1 | -5.2 | 62.2* | 0.2 | 5.4 | -18.2 | 0.7 | -1.9 | -3.3 | 6.5 | 26.1 | 44.5
COc1ccc2[nH]cc(CCNC(=O)C3CCCNC3=O)c2c1 (centres undefined) | 16.4 | 8.3 | -1.1 | 0.2 | 13.9 | 8.2 | -1.7 | -6.2 | 10.8 | 13.4 | /
Cc1ccc(N2C(=O)[C@@H]3[C@H](C2=O)[C@H]2C=C(C(=O)c4ccccc4)C=CN2[C@@H]3C(=O)c2ccc(Cl)cc2)cc1 | -5.4 | 16.2 | 3.1 | 11.8 | 2.9 | -5.3 | 1.4 | -4.5 | -5.0 | 20.9 | 4.4
CCOC(=O)c1cccc(NC(=O)CCNS(=O)(=O)c2ccc3c(c2)CCN3C(=O)CC)c1 | -18.9 | 22.2 | -1.5 | 2.8 | -4.8 | -3.2 | 1.8 | -4.0 | 0.7 | 7.8 | 6.8
O=C(NCc1ccco1)Nc1ccc(OC(F)(F)F)cc1 | -18.9 | -71.9 | -0.6 | -7.8 | -3.0 | -5.1 | 0.6 | -4.5 | 3.2 | -83.9 | -36.8
Cc1ccc2c(c1)sc[n+]2Cc1ccccc1 | -59.5 | -233.0 | -1.5 | -164.1 | -2.7 | 3.7 | -3.4 | -7.8 | -2.9 | -201.7 | -63.1
O=C(CSc1nnc(C2CC2)n1-c1ccccc1)NCc1ccco1 | 4.7 | 5.2 | -1.3 | 9.8 | -9.3 | -1.8 | -2.8 | -6.0 | -8.5 | 4.5 | 4.6
CC(=O)N1CCN(C(=O)CCN(c2ccccc2)S(=O)(=O)c2ccc(C)cc2)CC1 | -12.8 | 13.8 | -0.1 | -1.5 | -2.6 | 9.8 | 1.2 | -4.7 | -1.4 | 6.9 | -1.4
CC(=O)Nc1nc2ccccc2n1Cc1ccccc1Cl | -59.3 | -3.7 | -0.6 | 5.8 | 27.3 | -3.8 | -1.6 | -2.6 | 10.3 | 5.5 | -8.4
C=CCc1cccc(/C=N/NC(=O)CNc2cccc3ccccc23)c1O | -51.4 | 27.4 | -0.3 | 5.6 | 32.7 | -3.7 | 2.6 | -2.8 | 2.3 | -0.2 | 27.2

Single values from the entries so far.
`Cc1cc(C(=O)CCl)c(C)n1Cc1ccco1` @ NR2E3 ag-2 = -1.9
`CC(=O)N1CCN(C(=O)CCN(c2ccccc2)S(=O)(=O)c2ccc(C)cc2)CC1` @ HIF-2a inh = 6.9
`Cc1ccc(N2C(=O)[C@@H]3[C@H](C2=O)[C@H]2C=C(C(=O)c4ccccc4)C=CN2[C@@H]3C(=O)c2ccc(Cl)cc2)cc1` @ iPSC survival up = 3.1
`COc1cccc(CN2C(=O)[C@@H]3Cc4c([nH]c5ccccc45)C(C)(C)N3C2=O)c1` @ NR2E3 ag-2 = 1.2

Retrieved one by one from the entries so far:
SMILES | NR2E3 ag-1 | Peg3 promoter | iPSC survival up | Shn3 3UTR inh | H9c2 protect | m5-HT2A agonist | NR2E3 ag-2 | CaV13 ICDI inh | PDI inh | HIF-2a inh | MITF TRPM1 inh
CCOC(=O)c1cccc(NC(=O)CCNS(=O)(=O)c2ccc3c(c2)CCN3C(=O)CC)c1 | -18.9 | 22.2 | -1.5 | 2.8 | -4.8 | -3.2 | 1.8 | -4.0 | 0.7 | 7.8 | 6.8
CCn1c(=O)c2cc(S(=O)(=O)NCc3ccccc3)ccc2n(CC)c1=O | -11.6 | -0.7 | -1.1 | 7.6 | -1.4 | -4.4 | 1.4 | -5.5 | -0.9 | 5.8 | 10.8

High-throughput results from PubChem BioAssay.
